ZTA counter: counter-screen for EBNA-1 inhibitors: inhibitors of Epstein-Barr virus ZTA; ZTA-DNA binding, fluorescence polarization; inhibition, % at 11 µM; actives 0.15% (n = 320,000); in the data active means inhibition above about 33%
core dimer inh: HCV core protein dimerization inhibition; TR-FRET GST/Flag-core106 dimerization, 1536-well; actives 0.33% (n = 300,000); inhibition, % at 5 µM; AID 1899;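 active means inhibition above the mean of all tested compounds plus 3 SD, set per screening campaign, cut at about 45% in these data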
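Material: Tagged HCV core106 pair (GST and Flag) | Amount: GST-core106 13.5 nM, Flag-core106 17 nM | Medium: KF-containing HEPES buffer, pH 7.45, DTT, CHAPS, BSA | Reagent: Eu donor and XL665 acceptor anti-tag antibodies | Schedule: 4 h at 22.5 °C | Technique: Time-resolved FRET, ex 340 nm, em 617 and 671 nm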
EBNA-1 inh: blocks EBNA-1 binding to DNA; EBNA-1 DNA binding, fluorescence polarization; inhibition, % at 14.8 µM; actives 0.34% (n = 300,000); AID 1950; in the data active means inhibition above about 28%
TPT1 inhibitor: C. albicans TPT1 enzyme inhibition | recombinant caTPT1, FP RNA substrate dephosphorylation | inhibition, % at 5 µM | actives 0.81% (n = 300,000);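 active means inhibition above the mean of all tested compounds plus 3 SD, set per screening campaign, cut at about 24% in these data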;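 further: plate controls were DMSO alone for no effect and ferristatin control at 100 nM for full effect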
PP5 inh: inhibitors of human protein phosphatase 5 (PP5) | P53041 | purified PP5c, OMFP substrate fluorescence | inhibition, % at 6.7 µM | actives 0.18% (n = 320,000) | AID 1987;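 active means inhibition above the campaign's mean inhibition across all tested compounds plus 3 SD, cut at about 9.5% in these data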;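 further: 0% = DMSO only and 100% = 100 µM cantharidin control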
Target sequence (P53041 whole entry, looked up): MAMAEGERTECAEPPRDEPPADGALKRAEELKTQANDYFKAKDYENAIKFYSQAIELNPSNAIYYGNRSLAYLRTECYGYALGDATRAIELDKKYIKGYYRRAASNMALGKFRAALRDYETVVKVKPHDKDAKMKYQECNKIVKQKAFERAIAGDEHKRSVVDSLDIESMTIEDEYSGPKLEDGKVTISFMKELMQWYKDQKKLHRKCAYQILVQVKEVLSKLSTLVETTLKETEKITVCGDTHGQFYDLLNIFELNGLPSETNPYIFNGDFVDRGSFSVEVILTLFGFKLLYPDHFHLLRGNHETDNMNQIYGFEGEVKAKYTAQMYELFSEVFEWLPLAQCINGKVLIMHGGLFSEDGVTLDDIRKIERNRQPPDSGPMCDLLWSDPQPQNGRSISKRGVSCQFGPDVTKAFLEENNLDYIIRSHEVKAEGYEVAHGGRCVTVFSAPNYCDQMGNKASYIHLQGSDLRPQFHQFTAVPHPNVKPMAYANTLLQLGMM
PP1 inh: PP1-alpha (human) inhibition in PP5 counter-screen; actives 0.9% (n = 320,000); AID 2235; inhibition, % at 6.7 µM; P62136; purified PP1alpha, OMFP fluorescence;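 active means inhibition above the mean inhibition of all tested compounds plus 3 SD, computed separately for each screening campaign, cut at about 15% in these data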
Target sequence (P62136 whole entry, looked up): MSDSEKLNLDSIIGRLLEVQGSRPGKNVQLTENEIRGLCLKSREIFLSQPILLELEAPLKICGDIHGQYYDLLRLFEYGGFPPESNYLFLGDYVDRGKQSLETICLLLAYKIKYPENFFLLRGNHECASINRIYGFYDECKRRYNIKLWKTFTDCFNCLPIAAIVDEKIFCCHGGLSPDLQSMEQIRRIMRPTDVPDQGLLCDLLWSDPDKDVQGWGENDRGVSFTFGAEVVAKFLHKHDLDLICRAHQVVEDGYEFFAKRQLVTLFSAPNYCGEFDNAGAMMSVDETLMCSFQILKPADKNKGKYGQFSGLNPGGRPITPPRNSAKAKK
CTSL1 counter: cathepsin L1 inhibition, PFM18AAP counter-screen; inhibition, % at 5.96 µM; actives 0.49% (n = 300,000); recombinant F. hepatica cathepsin L1, Z-Leu-Arg-MCA fluorescence;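 active means inhibition above the mean of all tested compounds plus 3 SD, set per screening campaign, cut at about 17% in these data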;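 further: 0% = plate median of test compound wells and 100% = 1 µM Z-Phe-Ala-diazomethylketone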
PREPL inhibitor: human PREPL enzyme inhibition; Q4J6C6; recombinant PREPL, fluorescence polarization activity-based probe; inhibition, % at 5.96 µM; actives 0.68% (n = 320,000); in the data active means inhibition above about 43%;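 further: 0% = enzyme with DMSO and 100% = wells lacking enzyme; many of its hits are not listed in these tables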
Efflux pump inh: blocks antifungal efflux pumps in multiplex yeast assay | inhibition, % at 10 µM | S. cerevisiae Candida pump triplex, Nile Red efflux | actives 0.44% (n = 330,000);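 active means plate passing quality check with inhibition over a set limit, or well fluorescence over plate mean plus 4 SD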;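 further: Nile Red retained in pooled yeast measured as flow cytometry median fluorescence; 0% = buffer negative control and 100% = Enniatin B positive control; higher means more Nile Red kept so more efflux inhibition; some compounds called inactive have numbers as strong as hits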
* marks the source's active call; other numbers are inactive results; . = no result given. A portion of the library; rates above refer to the full screens.

SMILES	ZTA counter	core dimer inh	EBNA-1 inh	TPT1 inhibitor	PP5 inh	PP1 inh	CTSL1 counter	PREPL inhibitor	Efflux pump inh
CC(NC(=O)COC(=O)C1CC2CCCC(C1)C2=O)c1ccccc1 (centres undefined)	-4	.	.	.	-1.1	-2	.	5	-0.3
O=C(CN1CCCCCC1)Nc1ccc(Oc2ccccc2)cc1	-3	-2	-6	-3	-0.9	3	3	-14	0.3
CCOC(=O)c1c(C)nc2c(c1C)c(=O)oc1ccccc12	3	1	11	-6	-0.1	3	5	9	-0.1
Cc1c(S(=O)(=O)c2ccccn2)c(N)n(Cc2ccccc2Cl)c1C	-9	4	0	17	-0.3	0	6	13	0.0
Cc1ccc(C(=O)NC(O)C(Cl)Cl)cc1 (centres undefined)	-13	2	5	-4	-0.9	-1	-4	-7	-0.1
COc1ccccc1OCC(=O)N1CCN(c2ccccc2OC)CC1	-6	2	-10	0	0.1	-1	-2	7	0.0
Oc1ccccc1/C=N/N1CCN(c2ccccn2)CC1	-1	-1	5	-1	0.5	-2	-1	-2	0.0
COc1cc(/C=C(/C#N)c2ccc(F)cc2)ccc1OCc1ccc(C(=O)O)o1	3	4	5	-3	-0.4	2	5	-11	0.1
Cc1ccsc1C(=O)NCc1ccc(F)cc1	5	10	-5	0	0.9	2	1	-5	-0.1
CCOC(=O)C1C(=O)C=C(c2cccs2)CC1c1ccccc1C (centres undefined)	-2	-3	5	2	-1.0	2	4	-3	-0.2
CN(CC(=O)Nc1c(Cl)cccc1Cl)C(=O)c1cccc(-n2cccc2)c1	0	33	6	4	0.1	-4	3	-4	-0.2
O=C1CC(C(=O)O)c2ccccc2N1 (centres undefined)	4	-1	15	-1	2.0	-4	0	-11	-0.1
CCCCN(C)C(=O)c1cc2cc3cc(OC)ccc3nc2o1	-1	-1	9	0	3.4	-1	2	4	-0.1
Cc1ccc(S(=O)(=O)N2CC(O)CC2C(=O)OCC(=O)c2ccccc2Cl)cc1C (centres undefined)	9	3	6	-2	-0.3	0	-3	-7	0.1
CC1(NC(=O)Nc2cccc3ccccc23)CCS(=O)(=O)C1 (centres undefined)	4	-9	-11	1	2.2	2	-3	8	0.0
CN(C(=O)CS(=O)(=O)c1cn(CC(=O)N2CCOCC2)c2ccccc12)c1ccccc1	-32	-3	2	-2	-1.1	-1	-4	12	0.0
Cc1ccc(C(=O)C[n+]2cc(Br)cc(Br)c2)cc1[N+](=O)[O-]	7	17	3	3	0.0	1	-2	18	0.0
O=C(O)CN1CCCCC1	16	-1	-2	-1	-0.1	2	-4	-1	-0.1
COc1ccccc1OCCNC(=O)c1ccc2c(c1)CCC2	-8	-1	1	-2	-0.8	-3	4	-9	0.1
COc1ccc(C(=O)N/C(=C\c2ccco2)C(=O)NCc2cccnc2)cc1	-4	-1	-4	0	0.9	-5	4	8	-0.1
CC(=O)c1ccc(NC(=O)Cc2ccsc2)cc1	13	-3	-7	1	-1.3	0	-6	9	0.1
CC(C)(C)NC(=O)NC(=O)COC(=O)c1ccc(OC(F)(F)F)cc1	3	-6	10	-2	3.9	5	4	27	-0.5
Cc1ccc(SC(CC(=O)c2ccc(C(C)(C)C)cc2)C(=O)O)cc1 (centres undefined)	-4	7	1	-7	2.9	-2	-4	-11	0.0
Cc1ccc(S(=O)(=O)N(CC(=O)Nc2cccnc2)c2ccccc2C)cc1	-12	-9	6	-5	3.4	1	2	0	-0.1
O=c1c2cnn(-c3ccccc3)c2nc(-c2cccs2)n1-c1ccc(Br)cc1	4	2	2	7	0.2	1	-1	-9	0.0
COc1ccc(CNCc2ccco2)cc1OCc1ccccc1	8	-7	13	0	-0.4	3	-1	4	0.0
COc1ccc(N2CCN(C(=O)CSc3ccccc3N)CC2)cc1	-3	3	-7	4	2.5	-1	2	29	0.5
Cc1ccc(C)c(OCC(=O)Nc2ccc(N3CCOCC3)cc2)c1	-1	4	0	2	2.0	3	5	32	-0.2
CCSc1nn2c(=O)c3ccccc3nc2s1	5	6	-7	-2	0.2	-4	-3	0	-0.1
CC1(c2nnc(-c3ccc(F)cc3)o2)CC(c2cccnc2)=NO1 (centres undefined)	-1	1	2	-1	0.5	-2	0	-6	0.1
O=C/C(=C\Nc1ccccn1)c1nc2ccccc2o1	12	10	-1	9	3.2	5	0	12	0.2
CC1(C(=O)NC2CCCC2)CCC(=O)N1CCC1=CCCCC1 (centres undefined)	7	-1	0	-1	0.8	0	-4	6	0.1
CCCCOC(=O)c1ccc(NC(=O)CSCc2n[nH]c(=O)[nH]2)cc1	6	-1	2	-2	-0.1	-1	3	6	-0.2
O=C(O)c1ccc(N2C(=O)c3ccc(C(=O)c4cccc([N+](=O)[O-])c4)cc3C2=O)cc1	3	-3	-1	-3	-2.3	-2	0	2	0.4
CCOc1cc(NC(=S)NCC2CCCO2)c(OCC)cc1NC(=O)c1ccc(F)cc1 (centres undefined)	2	-2	-3	2	0.4	0	4	4	0.0
CCC(C)C(=O)Nc1ccc(S(=O)(=O)Nc2nccs2)cc1 (centres undefined)	-23	-8	-11	3	0.9	11	-9	-2	-0.1
COc1cccc(NC(=O)C2CCC(CNS(=O)(=O)c3ccc4c(c3)CC(C)N4C(C)=O)CC2)c1 (centres undefined)	-3	-3	-18	-1	5.1	-2	2	1	0.1
Cc1sc2ncnc(OCC(=O)NCC3CCCO3)c2c1C (centres undefined)	0	-4	3	1	0.4	1	-1	10	-0.1
COc1ccc(COCC(O)CN2CC(C)OC(C)C2)cc1OC (centres undefined)	12	-3	-3	2	1.7	-1	-2	1	0.1
CCOC(=O)Nc1nn(-c2ccc(C)cc2)c(=O)c(C#N)c1C	4	-2	-12	-1	-1.4	-1	-2	5	0.0
O=C1c2ccccc2C(=O)N1Cc1cccnc1	6	-2	4	-4	0.4	-1	0	-3	-0.1
Cc1onc(-c2ccccc2)c1C(=O)NNC(=S)NC(=O)c1ccc(Br)cc1	13	1	-8	-2	-0.5	6	0	5	-0.1
CCOC(=O)c1[nH]c2ccc(C)cc2c1N=C(C)N(C)C	16	-22	-11	6	0.1	-6	0	10	0.2
CC(=O)c1ccc(S(=O)(=O)N2CCN(C(=O)c3ccccc3Cc3ccccc3)CC2)cc1	-4	-28	14	2	-2.3	-1	-2	38	0.0
CCN(c1ccccc1)S(=O)(=O)c1ccc(Cl)c(NC(=O)CSc2nncn2C)c1	6	2	6	-1	-1.2	-11	-7	-14	-0.1
CCC(=O)NC(C)C(c1cccs1)N1CCN(Cc2ccccc2)CC1 (centres undefined)	13	-9	-3	2	3.5	-1	1	-7	0.2
C=CCn1c(SCCN2CCCCC2)nc2c1c(=O)[nH]c(=O)n2C	-3	18	8	-5	0.7	-2	-1	17	-0.1
Cn1c(=O)c2c(ncn2CC(=O)N2CCOCC2)n(C)c1=O	7	3	2	-4	-0.1	-1	7	14	0.0
CCC12CN3CC(CC)(CN(C1)C3c1ccc(OC(C)C)cc1)C2=O (centres undefined)	-4	-3	-4	-4	5.0	2	1	1	0.1
CCOC(=O)C1=C(Nc2ccccc2)CC(C)(O)C(C(=O)OCC)C1c1ccc(Br)cc1 (centres undefined)	-1	3	1	-4	2.3	1	-3	2	0.0
O=C(NCC(c1ccco1)N1CCCC1)c1ccc(Cl)cc1 (centres undefined)	-2	-7	-10	0	3.5	-6	-2	-13	0.0
CCOc1nc(SC(C(C)=O)C(=O)Nc2ccccc2)nc(N(C)C)n1 (centres undefined)	8	4	5	1	-2.0	1	-1	4	0.1
O=C(CSc1nnc(NC(=O)c2cccc(F)c2)s1)NC1CCCC1	15	0	-1	-3	-0.6	5	-1	2	-0.1
CC(=O)Nc1ccc(S(=O)(=O)Nc2nc3ccccc3s2)cc1	0	-3	-2	3	-0.7	-5	0	-5	-0.1
CN(CCc1ccccn1)C(=S)Nc1ccc(Cl)c(Cl)c1	-16	-3	6	-5	3.3	2	-4	10	-0.1
COc1cc(/C=N/NC(=O)c2cc3ccccc3cc2O)ccc1OCCN1CCCCC1	6	-5	10	19	-0.7	8	-1	31	-0.1
O=C(Nc1cc(N2CCOCC2)ncn1)c1ccccc1	6	-3	-6	2	0.9	-1	-1	-45	-0.1
CC(C)CC(NC(=O)C1CCC(C)CC1)C(=O)Nc1ccc2c(c1)OCCO2 (centres undefined)	3	-1	10	0	1.4	-3	4	-3	-0.2
Cn1cccc1CC(=O)N/N=C/c1cccc2ccccc12	2	14	-8	33*	4.8	5	6	23	0.0
Cc1ccc(C(=O)NC(=S)N2CC(C)OC(C)C2)cc1[N+](=O)[O-] (centres undefined)	3	-2	-7	4	4.4	-4	-2	13	0.1
O=C(NN=C1CCCCCC1)c1cccs1	10	14	13	-1	-1.5	-2	0	3	0.0
O=S(=O)(Nc1ncccn1)c1ccc(Cl)cc1	3	5	2	0	3.8	2	-2	-5	0.0
OCCC1CN(C2CCN(c3ccccc3F)CC2)CCN1Cc1ccccc1 (centres undefined)	2	-1	-4	4	-2.4	-5	-4	20	0.0
